Keap1-Nrf2 PPI: Keap1-Nrf2 protein-protein interaction inhibitors, primary screen, biochemical, fluorescence polarization, single point; actives 0.15% (n = 340,000); inhibition, % at 9.4 µM; Keap1 Kelch-Nrf2 peptide fluorescence polarization, 1536-well; in the data active means inhibition above about 12%;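 further: human Keap1 Kelch domain with fluorescein labeled Nrf2 9mer peptide probe; 0% = neutral control wells and 100% = peptide positive control; higher means more block of Keap1 binding to Nrf2 peptide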
Target sequence (Q14145 whole entry, looked up, the tested form may be a part): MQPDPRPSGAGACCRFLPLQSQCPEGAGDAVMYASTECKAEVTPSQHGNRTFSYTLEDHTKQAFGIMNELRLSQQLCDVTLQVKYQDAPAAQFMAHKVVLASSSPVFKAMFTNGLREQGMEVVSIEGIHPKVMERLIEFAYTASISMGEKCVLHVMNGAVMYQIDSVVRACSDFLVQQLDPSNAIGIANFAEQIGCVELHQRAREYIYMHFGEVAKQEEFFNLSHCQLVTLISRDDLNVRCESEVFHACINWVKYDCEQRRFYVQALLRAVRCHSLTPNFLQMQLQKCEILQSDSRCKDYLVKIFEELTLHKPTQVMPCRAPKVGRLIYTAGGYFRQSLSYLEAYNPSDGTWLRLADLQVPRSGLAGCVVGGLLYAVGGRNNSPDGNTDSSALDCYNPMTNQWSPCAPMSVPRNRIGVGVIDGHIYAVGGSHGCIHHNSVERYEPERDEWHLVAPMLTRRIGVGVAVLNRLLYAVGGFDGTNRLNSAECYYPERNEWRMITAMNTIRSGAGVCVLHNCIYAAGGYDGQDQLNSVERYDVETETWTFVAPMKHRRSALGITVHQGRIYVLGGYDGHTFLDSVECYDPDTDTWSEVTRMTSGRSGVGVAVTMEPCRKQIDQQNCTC
CAL PDZ FP-1: CAL PDZ peptide-binding inhibitors, primary screen, biochemical, fluorescence polarization, Cer-tagged CAL PDZ, HTS. inhibition, % at 20 µM. AID 504414, 2011. purified CAL PDZ, TMR-peptide fluorescence polarization, 1 h. Golgi-associated PDZ and coiled-coil motif-containing protein (Homo sapiens), Q9HD26. actives 0.02% (n = 330,000);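 active means highest replicate inhibition of at least 40%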;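 further: plate controls were DMSO neutral control wells for no effect and unlabeled competitor peptide control wells for full effect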
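material = purified tagged CAL PDZ domain construct (CerCALP) | buffer or medium = sodium phosphate/NaCl buffer pH 7.4 with TCEP, IgG, Thesit | reagent = TMR-labelled reporter peptide T*-PRC34 bound in PDZ groove | incubation = 1 h room-temperature incubation prior to read | measured by = fluorescence polarization (mP) | evaluation = percent inhibition from loss of millipolarization | control set = unlabelled peptide and DMSO controls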
C-LANA FP: inhibitors of KSHV C-LANA binding to DNA, primary screen, biochemical, fluorescence polarization, FAM-LBS DNA, MBP-C-LANA, single point. inhibition, % at 9 µM. actives 0.078% (n = 340,000). AID 504423, 2011;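 active means highest replicate inhibition at or above 60% at 9 µM, even if other replicates fall short; inactive means all replicates below 60% inhibition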;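 further: 0% = neutral control wells and 100% = 4 µM acridine orange control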
NSD2 HMT inh: NSD2 histone methyltransferase inhibitors, primary screen, biochemical, AlphaScreen, single concentration, set 2. Histone-lysine N-methyltransferase NSD2 (Homo sapiens), O96028. NSD2 peptide methylation, 120 min. inhibition, % at 12.5 µM. actives 0.54% (n = 310,000). AID 743445, 2014; in the data active means inhibition above about 50%
V-ATPase pHluor: regulators of yeast V-ATPase proton pumping, primary screen, pHLuorin cytosolic pH fluorescence; S. cerevisiae; response, % at 10 µM; actives 0.37% (n = 350,000); in the data active means response mostly above about 7.3%, no sharp cut-off; inactive means mostly below about 5.4%; further: actives read high; inactives centre near 0; some compounds called inactive have numbers as strong as hits
Cardiac RTF inh: cardiac RTF calcium sensitivity inhibitors, primary screen, biochemical, IANBD-TnC fluorescence, EC70 calcium. actives 0.12% (n = 340,000). IANBD-labeled cardiac RTF, Ca2+ fluorescence. inhibition, % at 7.15 µM. Troponin I, cardiac muscle (Homo sapiens) + Troponin T, cardiac muscle (Homo sapiens) + …;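 active means inhibition above the mean inhibition of all tested compounds plus 3 SD, cut at about 17% in these data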;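 further: assay run at fixed EC70 calcium of 1.6 mM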
CAL PDZ FP-2: untagged CAL PDZ binding inhibitors, primary screen, biochemical, fluorescence polarization, HTS | Golgi-associated PDZ and coiled-coil motif-containing protein (Homo sapiens), Q9HD26 | purified CAL PDZ, TMR-peptide fluorescence polarization, 1 h | inhibition, % at 24.9 µM | actives 0.92% (n = 300,000) | AID 602252, 2012;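 active means mean inhibition of at least 30% with at least half of replicates also reaching 30%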;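 further: 0% = DMSO neutral control and 100% = excess unlabeled competitor peptide PRC23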
Pemphigus Ab inh: inhibitors of pemphigus antibody binding to DSG3, primary screen, biochemical, bead-based, flow cytometry, scFv-GFP. Desmoglein-3 (Homo sapiens), P32926. DSG3-coupled beads, scFv-anti-DSG3-GFP binding; hits give low values. binding (percent of control), % at 10 µM. actives 0.48% (n = 310,000). AID 588358, 2011;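 active means binding more than 3 SD below its plate's average and above zero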;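 further: hits lower antibody fragment binding to DSG3; some compounds called inactive have numbers as strong as hits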
DAGLB inhibitor: DAGLB lipase inhibitors, primary screen, biochemical, fluorescence, HTS; HEK293T DAGLB membrane lysate, EnzChek fluorogenic substrate; inhibition, % at 5.17 µM; actives 0.059% (n = 340,000); AID 504411, 2011; in the data active means inhibition above about 34%;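 further: 0% = enzyme with vehicle and 100% = wells lacking enzyme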
Arrestin-AP2 inh: inhibitors of beta-arrestin/AP2 binding, primary screen, biochemical, GPCR trafficking, flow cytometry; beta-arrestin 1 C-terminal peptide binding to AP2 beta2-adaptin appendage (human); FITC-arrestin peptide / GST-AP2 beads; AP2 beta2 appendage carries R879A mutation; inhibition, % at 10 µM; actives 0.31% (n = 340,000);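 active means inhibition above a set limit, near 3 SD of compounds lacking own fluorescence, cut at about 54% in these data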;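 further: plate controls were DMSO wells for no effect and 5 µM unlabelled arrestin peptide for full effect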
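System: GST-tagged AP2 beta2-adaptin appendage (R879A) on 4 µm glutathione beads / Reagent: FITC-arrestin peptide, 50 nM / Detection: HyperCyt-sampled flow cytometry, FL1 channel, ex 488/em 535 nm / Timing: 12 min plus 1 h, RT / Buffer or medium: PBS plus Tween 20 (0.05%) and BSA (0.1%)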
Numbers without * were called inactive. An excerpt; count on the stated rates, not on these rows.

A first look (three entries):
For O=C(COC(=O)C1CCN(S(=O)(=O)c2ccccc2)CC1)NC(=O)c1ccc(OC(F)F)cc1 the results were Keap1-Nrf2 PPI -1, CAL PDZ FP-1 0.1, C-LANA FP -3.8, NSD2 HMT inh -1, V-ATPase pHluor 3, Cardiac RTF inh -7, CAL PDZ FP-2 -3, Pemphigus Ab inh 94, DAGLB inhibitor -2 and Arrestin-AP2 inh -6.
For COc1ccc(C=Cc2ccc3ccccc3n2)c(OC)c1 the results were NSD2 HMT inh -5, V-ATPase pHluor -3, Pemphigus Ab inh 110 and DAGLB inhibitor -7.
For CC1Cc2ccccc2N1c1nc(C2CC2)nc2c1nnn2Cc1ccccc1 (stereo not given) the results were Keap1-Nrf2 PPI -2, CAL PDZ FP-1 0.0, C-LANA FP -0.1, NSD2 HMT inh 2, V-ATPase pHluor -5, Cardiac RTF inh 0, CAL PDZ FP-2 2, Pemphigus Ab inh 124, DAGLB inhibitor -7 and Arrestin-AP2 inh 3.

The listing, from the first entry:
For O=C(COC(=O)C1CCN(S(=O)(=O)c2ccccc2)CC1)NC(=O)c1ccc(OC(F)F)cc1 the results were Keap1-Nrf2 PPI -1, CAL PDZ FP-1 0.1, C-LANA FP -3.8, NSD2 HMT inh -1, V-ATPase pHluor 3, Cardiac RTF inh -7, CAL PDZ FP-2 -3, Pemphigus Ab inh 94, DAGLB inhibitor -2 and Arrestin-AP2 inh -6.
For COc1ccc(C=Cc2ccc3ccccc3n2)c(OC)c1 the results were NSD2 HMT inh -5, V-ATPase pHluor -3, Pemphigus Ab inh 110 and DAGLB inhibitor -7.
For CC1Cc2ccccc2N1c1nc(C2CC2)nc2c1nnn2Cc1ccccc1 (stereo not given) the results were Keap1-Nrf2 PPI -2, CAL PDZ FP-1 0.0, C-LANA FP -0.1, NSD2 HMT inh 2, V-ATPase pHluor -5, Cardiac RTF inh 0, CAL PDZ FP-2 2, Pemphigus Ab inh 124, DAGLB inhibitor -7 and Arrestin-AP2 inh 3.
`O=C(N/N=C1\CCCc2ccccc21)c1cccc([N+](=O)[O-])c1` gave Keap1-Nrf2 PPI -4, CAL PDZ FP-1 -3.8, C-LANA FP 0.0, NSD2 HMT inh -1, V-ATPase pHluor 1, Cardiac RTF inh -2, CAL PDZ FP-2 -3, Pemphigus Ab inh 102, DAGLB inhibitor 1 and Arrestin-AP2 inh 0.
Screening CCC(C)n1c(SCC(=O)NC2CCS(=O)(=O)C2)nc2ccccc2c1=O (stereo not given) returned Keap1-Nrf2 PPI 0, CAL PDZ FP-1 -1.4, C-LANA FP -0.6, NSD2 HMT inh -2, V-ATPase pHluor 3, Cardiac RTF inh -13, CAL PDZ FP-2 -3, Pemphigus Ab inh 94, DAGLB inhibitor 0 and Arrestin-AP2 inh -5.
Screening Cc1ccccc1NC(=O)CCC(=O)N/N=C/c1c[nH]c2ccccc12 returned Keap1-Nrf2 PPI -3, CAL PDZ FP-1 -2.3, C-LANA FP -0.9, NSD2 HMT inh 1, V-ATPase pHluor -2, Cardiac RTF inh 10, CAL PDZ FP-2 1, Pemphigus Ab inh 88 and DAGLB inhibitor 5.
`NS(=O)(=O)c1ccc(NC(=O)c2cc(=O)c3ccccc3o2)cc1` gave Keap1-Nrf2 PPI -6, CAL PDZ FP-1 -3.1, C-LANA FP 0.5, NSD2 HMT inh 0, V-ATPase pHluor -3, Cardiac RTF inh -6, CAL PDZ FP-2 -3, Pemphigus Ab inh 114, DAGLB inhibitor 0 and Arrestin-AP2 inh 4.
CCN1CCN(C(=O)CN(c2cccc(Br)c2)S(=O)(=O)c2ccccc2)CC1 was read as Keap1-Nrf2 PPI 1, CAL PDZ FP-1 -1.1, C-LANA FP 0.3, NSD2 HMT inh 1, V-ATPase pHluor 3, Cardiac RTF inh -4, CAL PDZ FP-2 2, DAGLB inhibitor 1 and Arrestin-AP2 inh -3.
N/C(=N\NS(=O)(=O)c1ccccc1C(F)(F)F)c1ccccn1 was read as Keap1-Nrf2 PPI 3, CAL PDZ FP-1 -1.8, C-LANA FP 0.9, NSD2 HMT inh -6, V-ATPase pHluor -5, Cardiac RTF inh -6, CAL PDZ FP-2 -5, Pemphigus Ab inh 115, DAGLB inhibitor -3 and Arrestin-AP2 inh 6.
For Cc1noc(NS(=O)(=O)c2ccc(NC(=O)COc3ccccc3)cc2)c1C the results were Keap1-Nrf2 PPI -5, CAL PDZ FP-1 -2.8, C-LANA FP 1.4, NSD2 HMT inh 0, V-ATPase pHluor 7, Cardiac RTF inh -5, Pemphigus Ab inh 104, DAGLB inhibitor 2 and Arrestin-AP2 inh 12.
Screening Cc1nn(CC(=O)NCCCN2CCN(C)CC2)c(=O)c2cc(-c3ccccc3)nn12 returned Keap1-Nrf2 PPI -5, CAL PDZ FP-1 -1.0, C-LANA FP 0.6, NSD2 HMT inh 8, V-ATPase pHluor -2, Cardiac RTF inh 0, CAL PDZ FP-2 -1, Pemphigus Ab inh 111, DAGLB inhibitor 0 and Arrestin-AP2 inh -6.
For Nc1nc(-c2ccc([N+](=O)[O-])cc2)cc(=O)[nH]1 the results were Keap1-Nrf2 PPI 4, CAL PDZ FP-1 0.9, C-LANA FP -0.3, NSD2 HMT inh 2, V-ATPase pHluor -3, Cardiac RTF inh -7, CAL PDZ FP-2 -2, Pemphigus Ab inh 91, DAGLB inhibitor -6 and Arrestin-AP2 inh -3.
`COc1cc(OC)cc(C(=O)Nn2cnnc2)c1` gave Keap1-Nrf2 PPI 1, CAL PDZ FP-1 0.6, C-LANA FP 2.3, NSD2 HMT inh -3, V-ATPase pHluor 0, Cardiac RTF inh -3, CAL PDZ FP-2 -4, DAGLB inhibitor 1 and Arrestin-AP2 inh 0.
COc1ccc(C2(CCN=Cc3ccc(N(C)C)cc3)CCOC(C)(C)C2)cc1 (stereo not given) was read as Keap1-Nrf2 PPI -1, CAL PDZ FP-1 -0.5, C-LANA FP 0.2, NSD2 HMT inh 1, V-ATPase pHluor -2, Cardiac RTF inh 3, CAL PDZ FP-2 0, Pemphigus Ab inh 105, DAGLB inhibitor -3 and Arrestin-AP2 inh 25.
CCCCn1c(SCC(=O)N2CCCC2)nc2c1c(=O)n(C)c(=O)n2C was read as Keap1-Nrf2 PPI 1, CAL PDZ FP-1 0.6, C-LANA FP -2.4, NSD2 HMT inh 0, V-ATPase pHluor -2, Cardiac RTF inh 4, CAL PDZ FP-2 -2, Pemphigus Ab inh 99, DAGLB inhibitor -2 and Arrestin-AP2 inh 14.
Screening O=C(O)c1cccc2c(/C=N/Nc3ccccn3)c[nH]c12 returned Keap1-Nrf2 PPI -2, CAL PDZ FP-1 -1.6, C-LANA FP 0.9, NSD2 HMT inh 0, V-ATPase pHluor 3, Cardiac RTF inh -8, CAL PDZ FP-2 -4, Pemphigus Ab inh 89, DAGLB inhibitor 1 and Arrestin-AP2 inh 9.
`COc1ccc(C2CC(=O)c3c(O)cc(O)cc3O2)cc1O` (stereo not given) gave Keap1-Nrf2 PPI -1, CAL PDZ FP-1 -1.5, C-LANA FP 3.5, V-ATPase pHluor -1, Cardiac RTF inh -1, CAL PDZ FP-2 1, Pemphigus Ab inh 98, DAGLB inhibitor -1 and Arrestin-AP2 inh 2.
Screening CC(=O)c1ccc(Nc2c3c(nc4ccccc24)CCCC3)cc1 returned Keap1-Nrf2 PPI 2, CAL PDZ FP-1 -4.1, C-LANA FP 2.2, NSD2 HMT inh -3, V-ATPase pHluor -1, Cardiac RTF inh 4, CAL PDZ FP-2 -5, Pemphigus Ab inh 94, DAGLB inhibitor 0 and Arrestin-AP2 inh 26.
Screening COc1ccc(-c2cn3cccnc3n2)cc1NC(=O)C(C)C returned Keap1-Nrf2 PPI -1, CAL PDZ FP-1 -1.0, C-LANA FP -4.6, V-ATPase pHluor 0, Cardiac RTF inh 0, CAL PDZ FP-2 0, Pemphigus Ab inh 97, DAGLB inhibitor -3 and Arrestin-AP2 inh 19.
COc1ccc(-c2noc(N3CCC(C(=O)NCc4ccc(F)cc4)CC3)n2)cc1 was read as Keap1-Nrf2 PPI -3, CAL PDZ FP-1 -1.3, C-LANA FP -0.4, V-ATPase pHluor 8, Cardiac RTF inh -7, Pemphigus Ab inh 94, DAGLB inhibitor -3 and Arrestin-AP2 inh -1.
`CC(OC(=O)CNC(=O)COc1ccccc1)C(=O)N(C)Cc1ccccc1` (stereo not given) gave Keap1-Nrf2 PPI -2, CAL PDZ FP-1 -2.4, C-LANA FP -0.1, NSD2 HMT inh -2, V-ATPase pHluor 1, Cardiac RTF inh 0, CAL PDZ FP-2 4, Pemphigus Ab inh 110, DAGLB inhibitor 0 and Arrestin-AP2 inh -8.
CN(C)C=NC(=O)c1cc(C(=O)c2ccc(C(C)(C)C)cc2)c[nH]1 was read as Keap1-Nrf2 PPI -1, CAL PDZ FP-1 -5.9, C-LANA FP -0.5, NSD2 HMT inh 1, V-ATPase pHluor 0, Cardiac RTF inh 1, CAL PDZ FP-2 -3, Pemphigus Ab inh 103, DAGLB inhibitor 1 and Arrestin-AP2 inh 35.
`Cc1ccc(S(=O)(=O)N2CCC(C(=O)N[C@@H](Cc3ccccc3)C(=O)O)CC2)cc1` gave Keap1-Nrf2 PPI -4, CAL PDZ FP-1 -0.6, C-LANA FP -0.6, NSD2 HMT inh 1, V-ATPase pHluor -1, Cardiac RTF inh -11, CAL PDZ FP-2 -8, DAGLB inhibitor 1 and Arrestin-AP2 inh 7.
CCOc1cc(NS(C)(=O)=O)c(OCC)cc1NC(=O)c1cccs1 was read as Keap1-Nrf2 PPI 4, CAL PDZ FP-1 1.1, C-LANA FP -0.6, NSD2 HMT inh -2, V-ATPase pHluor -2, Cardiac RTF inh -8, CAL PDZ FP-2 1, Pemphigus Ab inh 109, DAGLB inhibitor 1 and Arrestin-AP2 inh -1.

Assay outcomes (PubChem)
